High-throughput results (PubChem)
GLD-1 TGE inh: GLD-1-TGE RNA interaction inhibition (C. elegans). AID 2280. purified GLD-1 + fluorescein TGE RNA, fluorescence polarization. 320,000 tested, 0.44% active. inhibition, % at 5.96 µM;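 active = percent inhibition above a per-plate cutoff, the plate mean of test compounds plus 3 SD, cut at about 30% in these data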;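 note: 0% = DMSO wells with GLD-1 and probe and 100% = wells lacking GLD-1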
PAD4 FP inh: PAD4 (human) enzyme inhibition. 330,000 tested, 0.41% active. inhibition, % at 6.36 µM. AID 485272. recombinant PAD4, RCA probe fluorescence polarization;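 active = percent inhibition above a cutoff equal to the mean of all tested compounds plus 3 SD, cut at about 15% in these data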;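 note: 0% = PAD4 with RCA probe and DMSO and 100% = probe without PAD4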
Target sequence (Q9UM07 whole entry, looked up): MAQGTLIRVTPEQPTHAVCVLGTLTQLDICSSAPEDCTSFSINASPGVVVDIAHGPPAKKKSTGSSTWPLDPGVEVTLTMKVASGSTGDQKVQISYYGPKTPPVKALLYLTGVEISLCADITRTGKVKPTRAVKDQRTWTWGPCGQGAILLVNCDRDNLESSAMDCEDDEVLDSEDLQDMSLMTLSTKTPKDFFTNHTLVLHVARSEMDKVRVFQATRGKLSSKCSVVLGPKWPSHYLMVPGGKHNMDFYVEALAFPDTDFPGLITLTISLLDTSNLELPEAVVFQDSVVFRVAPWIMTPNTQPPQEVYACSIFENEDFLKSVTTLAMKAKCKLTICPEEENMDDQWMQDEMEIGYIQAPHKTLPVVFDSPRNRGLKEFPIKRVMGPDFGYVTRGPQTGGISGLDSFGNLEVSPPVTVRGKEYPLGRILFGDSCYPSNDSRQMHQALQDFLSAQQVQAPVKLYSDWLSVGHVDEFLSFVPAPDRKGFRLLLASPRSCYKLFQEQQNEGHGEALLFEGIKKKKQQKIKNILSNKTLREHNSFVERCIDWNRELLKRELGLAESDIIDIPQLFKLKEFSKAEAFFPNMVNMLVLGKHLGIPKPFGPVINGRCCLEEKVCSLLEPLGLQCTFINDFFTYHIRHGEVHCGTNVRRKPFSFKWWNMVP
GSTO1 counter: blocks human GSTO1 in RBBP9 counter-screen; P78417; recombinant GSTO1, activity-based probe fluorescence polarization; inhibition, % at 5.96 µM; 300,000 tested, 1.1% active; AID 1974;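 active = inhibition above the campaign mean inhibition plus 3 SD, cut at about 35% in these data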;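 note: 0% = GSTO1-1 with DMSO and 100% = wells lacking GSTO1-1 enzyme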
Target sequence (P78417 whole entry, looked up): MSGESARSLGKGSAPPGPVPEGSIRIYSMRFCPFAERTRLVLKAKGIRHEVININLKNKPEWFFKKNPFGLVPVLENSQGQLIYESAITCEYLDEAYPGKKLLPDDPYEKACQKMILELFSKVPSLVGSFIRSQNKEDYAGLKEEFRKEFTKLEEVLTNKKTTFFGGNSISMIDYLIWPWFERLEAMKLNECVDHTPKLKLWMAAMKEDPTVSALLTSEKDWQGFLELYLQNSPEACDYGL
PME-1 inh: PME-1 (human) inhibition | inhibition, % at 5.9 µM | AID 2130 | 320,000 tested, 0.53% active | recombinant PME-1, FP-Rh probe fluorescence polarization | Q9Y570;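 active = inhibition above the campaign mean of all compounds plus 3 SD, cut at about 26% in these data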;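 note: competitive labeling of PME-1 active site by serine hydrolase directed probe; 0% = PME-1 with DMSO and 100% = wells lacking PME-1 enzyme; inhibitors block probe labeling so polarization falls and inhibition rises; many of its hits are not listed in these tables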
MCL1 BIM primary: MCL1-BIM-BH3 interaction inhibition (human); Q07820; GST-MCL1 / FITC-Bim-BH3 fluorescence polarization; inhibition, % at 10.9 µM; 320,000 tested, 0.68% active;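 active = inhibition above the mean inhibition of all tested compounds plus 3 SD, set per campaign, cut at about 40% in these data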;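 note: 0% = DMSO wells and 100% = unlabeled Bim-BH3 peptide control; higher means more loss of mP so more displacement of Bim peptide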
Fam108B inh: counter-screen for RBBP9 inhibitors: inhibitors of mouse Fam108B; recombinant Fam108B, FP-Rh probe fluorescence polarization; inhibition, % at 9.51 µM; 300,000 tested, 0.33% active; AID 1947;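 active = inhibition above the screen mean inhibition plus 3 SD, computed separately per campaign, cut at about 18% in these data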;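 note: inhibitors lower polarization as less probe binds the enzyme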
TPT1 inh: blocks Candida albicans tRNA 2'-phosphotransferase | recombinant caTPT1, FP RNA substrate dephosphorylation | inhibition, % at 5 µM | 300,000 tested, 0.81% active | AID 1962;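 active = inhibition above the mean of all tested compounds plus 3 SD, set per screening campaign, cut at about 24% in these data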;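 note: plate controls were DMSO alone for no effect and ferristatin control at 100 nM for full effect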
MEX-5 binding: C. elegans MEX-5 TCR-2 RNA binding activity | Q9XUB2 | activity score (negative = inhibition of binding), % at 10 µM | MEX-5/FITC-TCR2 RNA binding, fluorescence polarization; active compounds read low | 300,000 tested, 0.38% active | AID 1832;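 active = inhibition past about -25% in most replicates, and total fluorescence under double the plate's negative control median, limit read from the data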;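 note: 0% = DMSO and -100% = 5 µM competing unlabeled TCR2 RNA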
Bcl-xL primary: Bcl-xL (human) inhibition. inhibition, % at 10.9 µM. GST-Bcl-xL / FITC-Bim BH3 peptide fluorescence polarization. Q07817. 320,000 tested, 0.7% active;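 active = inhibition above the mean of all tested compounds plus 3 SD, cutoff set per campaign, cut at about 30% in these data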;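 note: 0% = DMSO wells and 100% = unlabeled Bim-BH3 peptide competitor; inhibitors lower millipolarization by displacing the labeled peptide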
* = called active by the depositor; x = no result given.

SMILES	GLD-1 TGE inh	PAD4 FP inh	GSTO1 counter	PME-1 inh	MCL1 BIM primary	Fam108B inh	TPT1 inh	MEX-5 binding	Bcl-xL primary
Cn1c(CNC(=O)CNS(=O)(=O)c2ccc(F)cc2F)cc(=O)n(C)c1=O	2	2	-2	-5	11	5	1	0.1	7
CC(=O)c1ccc(CCCCCCCCCC(=O)O)s1	8	0	5	-3	7	0	0	0.7	8
COc1ccc(C(=O)Nc2ccc(Cl)cn2)cc1Cl	2	0	0	-6	-4	3	-1	1.5	2
CCNC(=O)n1cc(-n2cncn2)c(-c2ccc(Cl)cc2)n1	0	-7	-3	2	-1	0	0	1.3	0
O=C(Nc1c2c(nn1-c1ccccc1)CS(=O)C2)c1ccc(S(=O)(=O)N2CCOCC2)cc1 (stereo not drawn)	-1	2	-6	3	-25	-1	-6	-0.7	2
Cc1nc2ccccc2n1CCc1nc2c3ccccc3nc(=S)n2[nH]1	-1	0	-8	-4	-7	0	0	2.0	-8
COc1ccc(C)cc1NC(=O)c1cc(-c2ccccc2)nc2c1cnn2C(C)C	5	-6	x	-3	-4	x	x	x	1
Cn1nnnc1Sc1ccc([N+](=O)[O-])cc1Cl	-2	-1	11	1	3	5	-2	0.3	6
CN1CCN(C(=O)/C=C/c2ccc3c(c2)OCO3)CC1	11	-2	3	-1	0	1	-2	-1.4	2
CC(NC(=O)Nc1nnc(C(F)(F)F)s1)N1C(=O)C2C3C=CC(C3)C2C1=O (stereo not drawn)	-5	-5	3	-3	-6	-2	2	-3.0	-1
CC1(C(=O)O)CCC(C(=O)N2CCCCC2)C1(C)C (stereo not drawn)	10	0	2	-3	6	4	3	0.4	7
Clc1ccc(Nc2ncnc3c2nnn3Cc2ccccc2)cc1	4	1	-1	4	-1	-1	-1	-3.2	5
COc1ccc2c(c1)C(=O)N(c1ccc(C)cc1C)C(=O)C2(C)C	3	1	2	3	-3	1	-1	0.3	1
C[C@H]1CN=C(Nc2ccccc2)N1CCCC1CCCC1	12	2	6	-1	3	5	1	-0.1	4
COc1ccc(-c2noc(CN3CCN(c4ccccc4)CC3)n2)cc1	1	-4	-6	-1	-2	2	-2	4.4	1
COc1cc(/C=C/C(=O)OCC(=O)Nc2cccc(Oc3ccccc3)c2)ccc1O	-4	-3	-6	7	-1	6	-3	-0.4	6
COCCNC(=S)NNc1cccc(C(=O)O)c1	1	5	7	-1	6	-3	-2	-1.4	2
CC1CCCCN1C(=O)CCn1c(=S)oc2ccccc21 (stereo not drawn)	2	-4	3	3	-3	-3	0	1.0	1
COc1ccccc1NC(=O)C(=O)NCC1CCCN1S(=O)(=O)c1cccs1 (stereo not drawn)	8	3	2	-1	7	4	-2	-2.6	9
CCc1ccccc1-n1nnc(-c2ccccc2)n1	3	-1	2	2	-3	-2	-4	0.3	3
CCc1ccc(NC(=O)CSc2nc(=O)n(CCN(C)C)c3c2CCCC3)cc1	2	4	0	1	0	5	1	1.5	-2
CCOC(=O)Cn1c(=O)oc2cc(S(=O)(=O)N3CCCC(C)C3)ccc21 (stereo not drawn)	4	-7	5	2	-5	0	-5	0.9	0
O=C(Cc1ccccc1)Nc1cccc(C(=O)N/N=C/c2ccco2)c1	1	-11	-5	-1	-2	1	-2	-0.6	-5
CC[C@@H](C)C(NC(=O)OC(C)(C)C)c1cn([C@@H](CCCCNC(=O)OC(C)(C)C)C(=O)N2CCN(C(=O)OC(C)(C)C)CC2)nn1 (stereo partly drawn)	4	3	2	-4	-7	4	0	2.5	-3
CN(Cc1ccccc1F)C(=O)c1sccc1-c1ccccc1	4	-1	-4	7	6	8	-3	0.2	1
COc1ccc(CNC(=O)C2CCN(S(=O)(=O)N3CCC4(CC3)OCCO4)CC2)c(OC)c1	5	-4	3	1	0	5	0	0.6	4
CC1(C)CC(NS(=O)(=O)c2ccc(F)cc2)CC(C)(C)N1	0	3	0	0	-3	-1	0	2.8	1
CC1(C)Cc2c(cnn2-c2ccccc2)C(NC(=O)c2ccc[n+]([O-])c2)C1 (stereo not drawn)	0	13	-4	-4	1	5	-3	2.3	1
O=C(c1ccccc1)N1CCN(Cc2ccccc2Br)CC1	3	-4	-5	-1	-9	-1	-3	x	1
Cc1ccc(N(CCC(=O)NC(C)(C)C)S(=O)(=O)c2ccc(C)cc2)cc1	6	4	3	2	0	-2	0	2.5	5
Cc1[nH]n(-c2ccccc2)c(=O)c1-c1ccccc1	1	2	-8	3	2	1	-7	0.2	-2
CCC(C)Sc1nnc(NC(=O)c2ccco2)s1 (stereo not drawn)	7	2	-5	-2	1	-3	-4	-0.3	0
CCCCN1C(N)=NC[C@@H]1CC1CCCCC1	7	-5	-2	-3	-1	4	1	-1.1	1
COc1ccc(-c2nnc(N)s2)cc1	4	-6	9	1	9	-2	3	x	1
CC(C)C(NS(=O)(=O)c1cccc2nsnc12)C(=O)Nc1nccs1 (stereo not drawn)	2	4	1	9	2	3	-5	0.8	7
Cn1nnnc1SCC(=O)N1CCN(c2cccc(Cl)c2)CC1	-1	0	2	-1	3	8	-2	2.3	4
COc1ccc(C2=Nc3ccc(C)cc3C(c3ccccc3)N2CC(=O)NN)cc1 (stereo not drawn)	4	-8	-5	-1	12	1	-5	-0.2	1
CCCN(Cc1nnc(-c2cccs2)o1)C(=O)CN1C(=O)NC2(CCCCC2C)C1=O (stereo not drawn)	1	-2	x	0	-6	x	x	x	-3
Cc1ccc(C(=O)CN(CCCC(N)=O)C(=O)c2ccncc2)cc1	2	-5	3	1	6	0	0	x	4
C=C(C)Cn1c(CCNC(=O)CCC)nc2ccccc21	1	-1	-3	1	4	2	-4	x	1
COc1ccc(/C=N/N=C2\SC(CC(=O)O)C(=O)N2c2ccccc2)cc1 (stereo not drawn)	1	-8	-3	3	1	1	1	-0.2	0
CC(C)(C)OC(=O)C(Cc1ccc(OC(C)(C)C)cc1)NC(=O)CNC(=O)CNC(=O)OCc1ccccc1 (stereo not drawn)	6	0	2	2	8	-2	1	0.3	6
COc1ccccc1OCc1ccc(C(=O)NN)o1	3	-6	-9	-7	5	0	1	1.4	1
Cc1ccc2c(c1)CCCN2C(=O)c1ccc2c(c1)OCO2	3	-3	1	4	11	4	-1	-0.2	5
CN(C)CCCN(C(=O)c1ccc(Br)s1)c1nc2cc3c(cc2s1)OCCO3	1	-1	4	2	1	-1	31*	0.1	4
COc1ccc(Br)cc1C(=O)Nc1cccc(-c2nnc(-c3ccco3)o2)c1	-1	0	-5	5	2	-19	0	0.1	4
COc1ccc(NC(=O)c2cc(S(=O)(=O)N3CCCC3)c[nH]2)cc1	3	-3	-4	-5	108*	2	-1	0.5	3
Cc1cc(C)c(OCC(=O)OCC(=O)N(C)C2CCS(=O)(=O)C2)c(C)c1 (stereo not drawn)	5	2	6	-6	1	-3	-2	-1.0	5
CCOC(=O)Nc1ccc(OCc2nnc3c4ccccc4c(C)nn23)cc1	14	-3	-4	0	4	0	2	0.1	5
C#CCSc1nnc(-c2cccc3ccccc23)o1	13	2	10	1	2	3	-1	0.9	-13
Cc1ccc(-c2[nH]nc3c2C(C)C(C#N)=C(N)O3)cc1 (stereo not drawn)	-1	-11	32	-9	6	-2	3	-0.8	5
COc1cc2c(cc1OC)CN(C(=O)c1ccc(OC)c(S(=O)(=O)N3CCOCC3)c1)CC2	9	-4	5	1	0	0	1	-1.6	4
COc1ccc2c(c1)c(C(=O)N/N=C/c1cn(C)c3ccccc13)c(C)n2C	-2	0	6	12	0	4	0	0.1	6
COc1ccc(NS(=O)(=O)c2cccc3cccnc23)cc1	-5	0	0	11	9	-2	-5	-0.2	2
O=C(COC(=O)C1=NNC(=O)CC1)NCCc1ccccc1	4	2	0	-2	-8	-2	2	-1.1	-1
CCOC(=O)C1(CCc2ccccc2)CCN(Cc2ccc(O)cc2)CC1	0	0	2	-2	3	-3	0	0.5	8

Later entries.
SMILES	GLD-1 TGE inh	PAD4 FP inh	GSTO1 counter	PME-1 inh	MCL1 BIM primary	Fam108B inh	TPT1 inh	MEX-5 binding	Bcl-xL primary
Cc1cccc2cc(C#N)c(SCC(=O)N3CC(=O)Nc4ccccc43)nc12	-11	-7	-32	-27	-12	-23	12	-12	-6
CN1C(=O)NC(c2ccccc2)(C(F)(F)F)S/C1=C(/C#N)c1nnc(N2CCOCC2)n1-c1ccccc1 (stereo not drawn)	1	1	27	1	7	4	-1	-0.4	-2
CC12CC(NC(=O)N1c1ccc(C(=O)N3CCN(c4ccc(F)cc4)CC3)cc1)c1ccccc1O2 (stereo not drawn)	-11	-4	-1	4	-4	-1	-4	-1.6	0
CCCC(=O)NC(=S)Nc1cccc(Cl)c1N1CCCC1	3	5	0	-6	8	-2	-4	0.1	-2
CCn1c(=O)c2c(O)cc(=O)oc2c2ccccc21	-1	-7	13	-2	-2	-2	5	-6.0	2
c1ccc(CCc2nc(-c3ccncc3)no2)cc1	5	5	2	-3	13	2	-3	-2.7	9
COc1ccc2cc(CN(CC3CCCO3)S(=O)(=O)c3ccccc3Cl)c(=O)[nH]c2c1 (stereo not drawn)	7	-4	0	-2	2	-5	0	-2.9	3
C=C1CCN(C(Cc2ccccc2)C(=O)OC)S(=O)(=O)c2ccc(F)cc21 (stereo not drawn)	1	-2	-5	4	-2	0	-3	1.4	1

Some of the compounds tested; rates above refer to the full screens.
